# PP5 inh: blocks human protein phosphatase 5 activity | P53041 | purified PP5c, OMFP substrate fluorescence | inhibition, % at 6.7 µM | 320,000 tested, 0.18% active;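 active means inhibition above the campaign's mean inhibition across all tested compounds plus 3 SD, cut at about 9.5% in these data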;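 further: 0% = DMSO only and 100% = 100 µM cantharidin control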
# Target sequence (P53041 whole entry, looked up): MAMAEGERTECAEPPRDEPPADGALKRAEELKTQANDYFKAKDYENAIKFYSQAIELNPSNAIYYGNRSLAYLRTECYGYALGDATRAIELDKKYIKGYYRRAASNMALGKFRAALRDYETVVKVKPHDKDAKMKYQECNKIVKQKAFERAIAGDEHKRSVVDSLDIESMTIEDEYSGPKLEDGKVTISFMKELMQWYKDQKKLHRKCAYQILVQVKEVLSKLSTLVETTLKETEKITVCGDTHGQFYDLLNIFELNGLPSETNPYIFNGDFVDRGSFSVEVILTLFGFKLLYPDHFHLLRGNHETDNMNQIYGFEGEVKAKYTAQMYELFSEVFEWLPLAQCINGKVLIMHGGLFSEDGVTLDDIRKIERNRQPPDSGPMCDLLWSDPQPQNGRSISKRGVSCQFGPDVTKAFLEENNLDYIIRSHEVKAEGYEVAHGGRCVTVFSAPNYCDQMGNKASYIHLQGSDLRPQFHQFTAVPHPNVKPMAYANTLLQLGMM
# core dimer inh: blocks dimerization of HCV core protein | 300,000 tested, 0.33% active | inhibition, % at 5 µM | TR-FRET GST/Flag-core106 dimerization, 1536-well;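 active means inhibition above the mean of all tested compounds plus 3 SD, set per screening campaign, cut at about 45% in these data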
#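 System: GST-tagged and Flag-tagged HCV core protein residues 1-106 / Input: core106 proteins, GST 13.5 nM and Flag 17 nM / Buffer or medium: KF-containing HEPES buffer, pH 7.45, DTT, CHAPS, BSA / Probe or stimulus: Eu-anti-GST and XL665-anti-Flag labelled anti-tag antibodies / Schedule: 4 h, 22.5 °C incubation / Technique: TR-FRET 671 and 617 nm emission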
# procasp3 activ: activates human procaspase-3 | P42574 | recombinant procaspase-3 D3A, Ac-DEVD-pNA absorbance 405 nm | activation, % at 8.5 µM | 330,000 tested, 0.11% active | AID 463141;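 active means activation above the mean of all tested compounds plus 3 SD, cut at about 21% in these data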;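 further: 0% = DMSO alone and 100% = DMSO wells spiked with extra 5 µM PC-3 D3A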
# Target sequence (P42574 whole entry D9A/D28A/D175A): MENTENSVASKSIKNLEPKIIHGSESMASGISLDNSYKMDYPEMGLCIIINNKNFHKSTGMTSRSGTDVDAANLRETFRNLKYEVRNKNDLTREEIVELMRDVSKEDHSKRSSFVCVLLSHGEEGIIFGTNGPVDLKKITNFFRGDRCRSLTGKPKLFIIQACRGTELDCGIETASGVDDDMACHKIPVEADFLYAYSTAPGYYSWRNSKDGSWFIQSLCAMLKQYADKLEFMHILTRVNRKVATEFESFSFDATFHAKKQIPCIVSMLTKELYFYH
#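 material = Procaspase-3 D3A mutant | probe or stimulus = Ac-DEVD-pNA | compound = single dose, 8.5 µM nominal compound, 0.8% DMSO | timing = 1 h preincubation, 2 h reaction | measured by = 405 nm absorbance of p-nitroaniline, reads at 0 and 120 min | benchmarks = DMSO-only low control, 5 µM PC-3 D3A high control | repeats = singlicate, each compound tested once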
# Efflux pump inh: inhibitors of Candida antifungal efflux pumps expressed in yeast. S. cerevisiae Candida pump triplex, Nile Red efflux. inhibition, % at 10 µM. AID 485275. 330,000 tested, 0.44% active;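 active means plate passing quality check with inhibition over a set limit, or well fluorescence over plate mean plus 4 SD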;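 further: Nile Red retained in pooled yeast measured as flow cytometry median fluorescence; 0% = buffer negative control and 100% = Enniatin B positive control; higher means more Nile Red kept so more efflux inhibition; some compounds called inactive have numbers as strong as hits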
# proCasp7 act: counter-screen: procaspase-7 (human) activation | P55210 | 330,000 tested, 0.093% active | activation, % at 8.5 µM | recombinant procaspase-7, Ac-DEVD-pNA absorbance 405 nm; D23A/D198A/D206A triple mutant, cannot self-cleave; scale: DMSO 0, 5 µM enzyme 100;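 active means percent activation above the screen-wide mean plus 3 SD, cut at about 25% in these data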
# Target sequence (P55210 whole entry D23A/D198A/D206A): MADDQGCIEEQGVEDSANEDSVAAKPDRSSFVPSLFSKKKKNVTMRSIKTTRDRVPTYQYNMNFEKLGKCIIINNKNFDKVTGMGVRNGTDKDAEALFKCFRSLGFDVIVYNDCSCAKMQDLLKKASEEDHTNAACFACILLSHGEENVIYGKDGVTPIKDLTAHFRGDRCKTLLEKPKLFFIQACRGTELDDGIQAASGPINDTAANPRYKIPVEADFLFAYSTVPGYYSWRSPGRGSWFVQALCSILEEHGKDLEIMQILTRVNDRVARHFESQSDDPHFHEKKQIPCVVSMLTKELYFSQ
#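 Replicates: singlicate. Assay system: Procaspase-7 triple mutant (PC-7 D3A). Signal: 405 nm absorbance of p-nitroaniline. Times: 1 h preincubation, 2 h reaction. Buffer or medium: Zinc-free HEPES pH 7.4 with 300 mM NaCl, 0.01% Triton X-100. Also added: DEVD-pNA substrate. Benchmarks: DMSO wells as 0%, DMSO with 5 µM added PC-7 as 100%.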
# TPT1 inhibitor: blocks Candida albicans tRNA 2'-phosphotransferase | AID 1962 | recombinant caTPT1, FP RNA substrate dephosphorylation | 300,000 tested, 0.81% active | inhibition, % at 5 µM;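 active means inhibition above the mean of all tested compounds plus 3 SD, set per screening campaign, cut at about 24% in these data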;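 further: plate controls were DMSO alone for no effect and ferristatin control at 100 nM for full effect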
# PP1 inh: PP1-alpha (human) inhibition in PP5 counter-screen; P62136; purified PP1alpha, OMFP fluorescence; inhibition, % at 6.7 µM; 320,000 tested, 0.9% active; AID 2235;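 active means inhibition above the mean inhibition of all tested compounds plus 3 SD, computed separately for each screening campaign, cut at about 15% in these data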
# JMJD2C inh: blocks human GASC-1 demethylase activity | Q9H3R0 | GST-JMJD2C(1-420) H3K9me3 demethylation, DELFIA europium | 330,000 tested, 0.069% active | inhibition, % at 2.35 µM | AID 2099;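 active means more than half of a compound's replicate wells show inhibition beyond 50%, single wells judged on their own value; inconclusive means some, but no more than half, of replicates pass 50% inhibition; inactive means no replicate passes 50% inhibition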;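 further: signal counts dimethyl H3K9 product captured on neutravidin plate; 0% = median of DMSO wells and 100% = 0.3 times that DMSO median; strong numbers were not always called active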
# CTSL1 counter: counter-screen for PFM18AAP inhibitors: inhibitors of F. hepatica cathepsin L1 | recombinant F. hepatica cathepsin L1, Z-Leu-Arg-MCA fluorescence | inhibition, % at 5.96 µM | 300,000 tested, 0.49% active | AID 1906;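 active means inhibition above the mean of all tested compounds plus 3 SD, set per screening campaign, cut at about 17% in these data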;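 further: 0% = plate median of test compound wells and 100% = 1 µM Z-Phe-Ala-diazomethylketone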
# An asterisk follows results filed as active; ? = inconclusive; & = joins results of further samples.
# Every second line gives: PP5 inh	core dimer inh	procasp3 activ	Efflux pump inh	proCasp7 act	TPT1 inhibitor	PP1 inh	JMJD2C inh	CTSL1 counter
(1) COc1ccc(CCNC(=O)c2ccc([N+](=O)[O-])cc2Cl)cc1OC
    1.1	-6.7	4.1	0.0	2.4	-3.1	-6.3	9.5	5.0
(2) CCc1nn(CC(=O)N2CC(C)CC(C)C2)c(=O)c2cccn12 (configuration not stated)
    0.0	-1.9	1.9	0.8	6.3	-1.2	4.2	27.6	5.3
(3) Cc1ccc2nc(=O)c(NNc3ccccc3)cnc2c1
    4.8	-11.9	-6.5	-0.1	-6.4	-1.3	-3.9	8.9	5.7
(4) Cc1ccc(-c2noc(-c3ccccc3C(=O)N3CCOCC3)n2)cc1
    0.6	0.0	-4.7	0.0	-8.5	-0.7	-2.1	9.9	1.4
(5) CN(Cc1ccccc1)S(=O)(=O)c1cccc2nsnc12
    0.6	-5.2	3.6	-0.1	-2.1	-6.9	2.4	-7.2	0.1
(6) O=C(c1c[nH]c2ccccc2c1=O)N1CCCCCC1
    0.1	-6.2	-8.4	0.1	13.3	3.3	-5.7	-5.0	-5.8
(7) CCN(CCn1cccn1)C(=O)c1cc(COc2c(F)cccc2F)on1
    -0.5	-1.9	-2.5	0.0	3.6	-0.8	-1.5	3.8	-0.2
(8) COc1ccc(-c2nc3ncccc3n2O)cc1
    0.6	-15.9	1.2	-0.2	-0.5	-0.5	4.2	-22.0	2.7
(9) CCOC(=O)c1nnn(-c2nonc2N)c1CSc1ccc(C)cc1
    -0.1	1.1	4.1	0.2	-0.8	-1.5	2.5	-10.1	1.0
(10) COc1cc(OC)cc(C(=O)NN(CCC#N)C2=NS(=O)(=O)c3ccccc32)c1
    1.2	-4.7	-1.1	0.1	16.2	-0.6	-1.7	5.0	-1.4
(11) O=C(c1c(F)cccc1F)N1CCC(O)(c2cccnc2)CC1
    2.6	6.7	-3.0	0.1	-1.2	2.5	6.9	-7.3	-4.9
(12) Cc1ccc(CSCC(=O)NCc2ccc(F)cc2)cc1
    -0.7	3.3	3.2	0.0	7.8	-1.1	-0.5	46.3	-0.5
(13) COCCN(Cc1ccccc1)C(=S)Nc1ccc(Cl)cc1
    1.6	3.3	-2.4	0.0	-4.2	0.0	-1.8	2.3	1.3
(14) O=C(Cn1ncc2c3ccccc3n(Cc3ccccc3F)c2c1=O)NCCN1CCOCC1
    -3.2	1.7	1.6	0.0	10.6	0.3	0.0	3.7	-1.9
(15) O=C(C1CCC(Cn2c(=S)[nH]c3ccccc3c2=O)CC1)N1CCOCC1 (configuration not stated)
    2.9	-3.4	9.5	-0.1	-2.0	-2.5	-6.4	10.2	-2.1
(16) c1coc(Cn2nnnc2CN2CCN(C3CCCCC3)CC2)c1
    -2.1	-1.7	5.0	0.0	0.5	-3.5	-1.3	-3.8	-1.3
(17) CC(C)N(C(=O)Cn1c(Cl)nc2ccccc21)C(C)C
    -0.5	1.1	-0.3	0.1	4.2	3.5	-2.6	-5.9	-4.7
(18) NS(=O)(=O)c1ccc(CNC(=O)c2cccc(Oc3ccccc3)c2)cc1
    1.8	-11.7	13.9	0.0	10.7	-1.0	-1.2	7.3	7.9
(19) CC1(C)NC(=O)N(CC(O)CN(c2ccccc2)S(=O)(=O)c2ccc([N+](=O)[O-])cc2)C1=O (configuration not stated)
    1.5	-4.2	2.5	0.0	-0.3	-1.9	-4.1	-4.5	1.3
(20) Cc1cc[n+](-c2[nH]c(=O)sc2/C=N/NC(=O)c2ccccc2[O-])cc1C
    -0.6	-10.3	1.5	-0.2	-9.5	-3.2	0.3	4.3	3.1
(21) O=C(CSCc1ccc([N+](=O)[O-])cc1)NCCSCc1ccccc1
    2.4	3.8	-6.8	0.4	8.7	-0.1	13.0	3.1	1.3
(22) CC1=[N+]([O-])C(C)(C)C(c2ccc(Br)cc2)=[N+]1[O-]
    -0.9	2.2	-7.0	0.1	5.4	0.7	0.1	5.8	1.4
(23) COc1ccc(NC(=O)CS(=O)CC(=O)N2CCN(C3CCCC3)CC2)cc1 (configuration not stated)
    0.5	8.6	1.9	-0.5	-1.1	-2.3	-1.2	7.8	3.9
(24) COc1ccc(/C(O)=C/C(=O)C(=O)Nc2c(C)n(C)n(-c3ccccc3)c2=O)cc1
    5.0	4.8	-12.2	-0.1	-7.3	0.7	0.2	6.7	5.5
(25) Cn1nc(C(F)(F)F)c2cc(C(=O)NC3CC3)sc21
    -1.3	0.3	5.0	0.0	-2.2	0.6	-4.2	0.0	3.2
(26) Cc1ccc(P(=O)(CC(=O)O)c2ccc(C)cc2)cc1
    -1.6	-1.5	-7.4	-0.2	14.4	-3.4	-3.6	?	-3.5
(27) COC(=O)CCNC(=O)c1ccc2nc(Cc3ccc(OC)cc3)oc2c1
    -1.2	-11.6	-2.4	0.1	4.0	-5.1	-8.3	5.1	8.1
(28) O=C(CN(C(=O)CCC(=O)Nc1nccs1)c1cccc(F)c1)NCc1ccccc1
    2.0	3.5	3.6	0.1	13.8	2.4	-3.4	-1.9	-0.2
(29) O=S1(=O)CC(O)C(N=Nc2c(O)n(Cc3ccccc3)c3ccccc23)C1 (configuration not stated)
    3.3	-2.7	-2.1	-0.1	1.1	-2.9	-1.2	6.5	0.4
(30) O=C(O)c1cccc2c1C(=O)N(Cc1ccncc1)C2
    1.3	6.0	1.8	0.3	-11.2	3.9	-4.7	-0.6	-0.3
(31) COc1ccc(OC)c(C2/C(=C(/O)c3ccccc3)C(=O)C(=O)N2Cc2ccco2)c1 (configuration not stated)
    -0.1	-4.9	9.1	-0.1	1.6	-1.7	2.3	-1.8	1.9
(32) CCCCNCCCOc1cccc(Cl)c1Cl
    -1.5	2.4	10.7	0.1	2.7	-0.3	-1.3	-16.3	-4.8
(33) CCOc1cc(C(=O)O/N=C(\N)c2ccc([N+](=O)[O-])cc2)cc(OCC)c1OCC
    -2.2	6.4	-2.1	0.0	6.6	1.0	-2.1	1.2	-0.3
(34) CN(C1=C(N2CCCCC2)C(=O)c2ccccc2C1=O)c1ccccc1
    2.9	-6.6	-5.9	-0.1	-14.6	-2.1	6.5	14.1	6.9
(35) CCN1CCN(CC(=O)Nc2ccc(OC(F)(F)F)cc2)CC1
    1.3	2.3	4.6	-0.1	3.5	-6.8	0.2	-2.7	-1.0
(36) Cc1nnc(Cl)c2nn(-c3ccccc3F)c(C)c12
    3.4	-17.2	2.8	-0.8	-5.3	2.7	0.8	1.7	3.1
(37) CCOC(=O)/C(C#N)=C1\CCCN1CC(N)=S
    -2.9	9.5	-26.8	0.1	-44.8	1.0	-3.2	5.9	1.1
(38) O=C(CCn1nnc2ccccc21)N1CCC(O)(c2cccc(F)c2)CC1
    -1.2	-0.6	3.4	0.0	-0.5	-3.7	-0.9	19.9	-2.4
(39) CC1=NNC(=O)C1CCC(=O)N/N=C/c1ccc(C)cc1 (configuration not stated)
    -2.0	-6.7	2.2	0.1	10.5	-2.7	2.9	2.2	1.6
(40) Cc1ccc(NS(=O)(=O)c2cccc3nsnc23)cc1C
    1.8	4.8	4.8	0.0	3.5	-5.0	-1.6	-2.3	-3.0
(41) CC(C)(C)n1nnnc1C(c1cccc(C#N)c1)N1CCC(Cc2ccccc2)CC1 (configuration not stated)
    1.0	3.7	7.0	0.1	5.1	-0.8	0.3	-5.5&-4.8	-0.4
(42) CCC(C)NS(=O)(=O)c1ccc(OCC(=O)NCC2CCCO2)cc1 (configuration not stated)
    1.4	-0.1	-9.8	0.0	-7.2	-0.9	-0.2	-8.2	-1.0
(43) CC(C)NCC(=O)C12CC3CC(CC(C3)C1)C2
    -0.9	-2.0	-0.1	0.0	0.8	1.8	-6.9	-2.9	1.0
(44) O=C(NC(Cc1ccccc1)C(=O)N1CCCC1C(=O)O)c1ccccc1 (configuration not stated)
    -0.7	-3.1	2.1	0.0	11.7	0.6	-0.2	-1.7	5.1
(45) COc1cc(OC)c(/C=N/NC(=O)Cn2nc([N+](=O)[O-])cc2C)c(OC)c1
    0.2	3.2	-6.5	0.0	1.9	0.8	-0.5	-9.8	1.0
(46) CCCCCCOc1cccc(N)c1
    1.9	5.0	-2.0	-0.1	1.1	1.0	-0.2	-43.2	0.0
(47) Cc1cc(C(=O)CCC(=O)N(C)CC(=O)Nc2c(Cl)cccc2Cl)c(C)s1
    -1.0	-6.1	-3.5	-0.1	5.5	0.0	-1.2	-2.7	2.3
(48) O=C(O)c1cccnc1SCc1ccccc1Cl
    0.7	-1.1	-1.1	-0.1	5.4	-3.7	4.1	4.3	-1.2
(49) O=C1C2C3C=CC(CO)(O3)C2C(=O)N1c1ccccc1-c1ccccc1 (configuration not stated)
    2.2	6.5	-21.9	0.0	-38.1	6.6	5.7	1.9	-1.4
(50) Cc1ccc(C(=O)NCC(c2ccco2)N2CCc3ccccc3C2)cc1C (configuration not stated)
    2.0	3.4	0.0	0.1	5.8	-0.3	3.4	39.9	-2.2

# Remaining list, next part:
# Every second line gives: PP5 inh	core dimer inh	procasp3 activ	Efflux pump inh	proCasp7 act	TPT1 inhibitor	PP1 inh	JMJD2C inh	CTSL1 counter
(51) CC1CC(C)(C)n2c(O)c(N=NC(N)=S)c3cccc1c32 (configuration not stated)
    3.5	0.0	-5.7	0.5	-3.5	1.0	-1.0	-8.4	1.3
(52) Cc1oc2ccc(OC(C(=O)O)c3ccccc3)cc2c1C(=O)O (configuration not stated)
    0.8	-11.6	1.0	-0.4	4.7	-1.7	0.0	73.9	-6.9
(53) Cc1ccc(-c2cnc(SCCNC(=O)c3ccco3)[nH]2)cc1
    0.7	-3.3	-12.1	0.0	10.3	-2.6	0.0	-6.3	-1.3
(54) C=CCOc1ccccc1CNc1ccccc1C
    1.3	-0.4	0.0	0.2	2.9	0.0	-0.3	3.3	2.5
(55) COC(=O)c1nn(-c2ccccc2)c(Sc2ccc(Cl)cc2)c1/C=N/O
    2.3	5.5	-3.3	-0.3	3.7	-2.4	1.0	2.5	0.5
(56) CCOC(=O)C(NC(C)=O)(NS(=O)(=O)c1ccccc1)C(F)(F)F (configuration not stated)
    0.9	-6.1	-7.1	0.1	9.5	-3.2	-0.3	9.2	-1.8
(57) O=C(CCCn1c(SCc2cc(=O)n3cc(Cl)ccc3n2)nc2ccccc2c1=O)NCC1CCCO1 (configuration not stated)
    -0.9	0.1	-2.6	0.1	13.6	-3.0	-1.2	5.0	0.9
(58) CCC(=O)Nc1ccc(F)c(Cl)c1
    3.2	-7.6	8.1	0.0	1.1	-0.9	-0.6	-5.0	-1.3

# Screen by screen, quoted from above.
# TPT1 inhibitor for entries 21 to 32 → -0.1, 0.7, -2.3, 0.7, 0.6, -3.4, -5.1, 2.4, -2.9, 3.9, -1.7, -0.3
